Bioassay records deposited in PubChem by several laboratories.
TcdB GH inh: TcdB glycohydrolase inhibition; P18177; TcdB glycohydrolase enzymatic assay, plate reader; inhibition, % at 9.99 µM; hit rate 0.24% among 350,000; AID 652162; in the data active means inhibition above about 10%
BoNT F protease: BoNT F light chain protease inhibition; Multiplex microsphere protease cleavage assay, flow cytometry; inhibition, % at 10 µM; hit rate 0.22% among 360,000; AID 588497; in the data active means inhibition above about 35%, passing the limit was not always enough; inconclusive means no clear call, values can overlap the other calls; further: plate controls were buffer without enzyme for full effect and enzyme alone for no effect
PrPC TRFRET: cell surface PrPC inhibition, primary TR-FRET screen. TR-FRET read-out. AID 720596. inhibition, % at 13.8 µM. hit rate 0.43% among 370,000. P04156; in the data active means inhibition above about 24%; further: 0% = median of the test wells and 100% = reference compound wells
BoNT A protease: blocks Botulinum neurotoxin A light chain protease. AID 588499. hit rate 0.17% among 360,000. inhibition, % at 10 µM. multiplex microsphere protease substrate cleavage, flow cytometry; further: plate controls were buffer without enzyme for full effect and enzyme alone for no effect
FadD28 binding: M. tuberculosis FadD28 bisubstrate binding inhibition; hit rate 0.22% among 360,000; FadD28 bisubstrate probe binding, fluorescence polarization; AID 588549; inhibition, % at 12.5 µM; in the data active means inhibition above about 8.5%, passing the limit was not always enough; inconclusive means no clear call, values can overlap the other calls
Anthrax LF prot: inhibitors of Bacillus anthracis lethal factor protease | P15917 | multiplex microsphere protease cleavage assay, LF | inhibition, % at 10 µM | hit rate 0.12% among 360,000; further: plate controls were buffer without enzyme for full effect and enzyme alone for no effect
Target sequence (P15917 whole entry, looked up): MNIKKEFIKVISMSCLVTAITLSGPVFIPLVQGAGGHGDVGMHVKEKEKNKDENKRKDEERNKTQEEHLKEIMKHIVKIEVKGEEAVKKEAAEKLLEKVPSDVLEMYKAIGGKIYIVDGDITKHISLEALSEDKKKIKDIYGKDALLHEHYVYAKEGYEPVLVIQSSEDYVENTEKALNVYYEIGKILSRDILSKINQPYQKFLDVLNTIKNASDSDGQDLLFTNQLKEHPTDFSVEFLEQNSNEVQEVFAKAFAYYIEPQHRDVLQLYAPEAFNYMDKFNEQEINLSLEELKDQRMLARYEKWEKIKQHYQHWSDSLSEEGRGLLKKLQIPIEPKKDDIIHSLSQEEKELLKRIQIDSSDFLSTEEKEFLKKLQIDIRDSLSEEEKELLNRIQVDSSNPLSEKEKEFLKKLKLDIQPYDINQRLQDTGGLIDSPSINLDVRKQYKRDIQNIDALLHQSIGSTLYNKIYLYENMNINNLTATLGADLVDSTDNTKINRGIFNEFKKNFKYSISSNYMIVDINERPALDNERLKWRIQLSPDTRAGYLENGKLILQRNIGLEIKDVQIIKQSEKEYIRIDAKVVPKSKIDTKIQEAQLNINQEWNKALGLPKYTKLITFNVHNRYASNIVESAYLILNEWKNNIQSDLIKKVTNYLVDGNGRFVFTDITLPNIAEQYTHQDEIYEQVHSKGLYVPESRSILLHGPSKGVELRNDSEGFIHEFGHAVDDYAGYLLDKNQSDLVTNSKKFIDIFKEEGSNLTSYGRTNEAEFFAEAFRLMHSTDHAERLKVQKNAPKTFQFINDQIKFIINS
Y pestis TopoI: blocks Yersinia pestis topoisomerase I activity. Y. pestis Topo-I cleavage product accumulation, plate reader. activity, % at 10 µM. hit rate 0.064% among 360,000; in the data active means activity above about 50%, passing the limit was not always enough; inconclusive means no clear call, values can overlap the other calls; further: inactives centre near 2
CCHF vOTU inh: blocks the CCHF virus ovarian tumor domain protease; CCHFV vOTU protease, Pep-AMC fluorescence; inhibition, % at 11.5 µM; hit rate 0.55% among 370,000; AID 651958; in the data active means inhibition above about 30%; further: 0% = vehicle wells with enzyme and 100% = no enzyme wells
PfHsp40 rescue: rescue of PfHsp40-mediated yeast toxicity; S. cerevisiae expressing PfHsp40, growth rescue, ATP luminescence; growth rescue, % at 12.5 µM; hit rate 0.68% among 340,000; AID 504582; in the data active means growth rescue above about 28%, passing the limit was not always enough; inconclusive means no clear call, values can overlap the other calls;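 further: yeast W303a lacking pdr1 and pdr3 grown in galactose medium; growth measured after three days at 30 °C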
* marks the source's active call; other numbers are inactive results; ? = inconclusive; . = no result given. Unless noted, no stated cut-off is given here; in the data, active means inhibition above about 30%; inconclusive means no clear call, values can overlap the other calls; inactive means below that.

SMILES	TcdB GH inh	BoNT F protease	PrPC TRFRET	BoNT A protease	FadD28 binding	Anthrax LF prot	Y pestis TopoI	CCHF vOTU inh	PfHsp40 rescue
O=S(=O)(CCN1CCOCC1)c1ccc(OC(F)(F)F)cc1	3.0	7	12	-1.1	-4.6	-12	-5	-2	1.5
CCOC(=O)CCNC(=O)N1CCC(CCC(=O)NCc2ccc(F)cc2)CC1	-0.1	4	0	-2.1	-0.5	-4	9	2	-0.2
O=C(CSc1nc2ccccc2o1)Nc1ccc(Cl)cc1	.	5	12	0.1	-2.6	-8	-9	2	1.1
Cc1cc(F)cc(C)c1Cn1cnc2c(cnn2C(C)(C)C)c1=O	0.7	4	1	0.1	-1.6	3	-4	1	0.2
O=C(NC1CCCCC1)c1cnn2c(C(F)(F)F)cc(-c3ccco3)nc12	.	0	-5	1.7	0.8	0	6	0	1.7
CCOc1ccccc1NC(=O)C1C2CCC(O2)C1C(=O)O (configuration not stated)	0.3	?	8	-5.2	-1.7	6	-3	6	-2.1
O=C(C[n+]1ccc(C(=O)NCc2ccccc2)cc1)c1ccc2c(c1)OCCO2	1.1	2	-27	0.8	1.7	0	4	5	0.8
CCOC(=O)C1(C)CCCN1C(=O)c1ccc(C)cc1 (configuration not stated)	1.3	3	2	-0.4	-3.0	-2	-4	3	.
Cc1ccc(CNC(=O)c2cccnc2Cl)cc1	0.4	-8	-1	-0.6	-0.6	10	8	-11	-1.4
CC#CC#Cc1cccc(=O)o1	1.9	-19	-17	0.3	-0.7	2	-8	6	0.8
O=C(CSc1nncn1-c1ccccc1)NC1CCCc2ccccc21 (configuration not stated)	-0.2	-7	2	0.2	-0.5	-1	8	-5	0.5
Cc1cccc(C(O)c2ncc(-c3ccc4ccccc4c3)[nH]2)c1C (configuration not stated)	0.9	4	-3	-0.1	-0.4	-4	0	-9	.
Cc1ccc(NC(=S)NNC(=O)CSc2nc3ccccc3c(=O)n2-c2ccc(C)cc2)cc1	.	2	-6	0.5	-12	-2	24	-3	-0.5
CCOC(=O)C1=C(C)NC(=O)C(C#N)C1c1ccncc1 (configuration not stated)	-12	-6	7	-1.1	-4.1	3	2	-21	-0.4
CCOC(=O)N1CCc2c(sc(NC(=O)CN3CCOCC3)c2C#N)C1	0.0	.	-4	.	-2.4	.	-2	-8	.
COc1cc(C)c(NC(=O)COc2ccc3c(c2)OCO3)cc1C	1.8	-4	-1	-0.4	-3.2	18	15	7	0.1
CCC(C)NC(=O)CN1C(=O)NC2(CCc3ccccc3C2)C1=O (configuration not stated)	1.6	7	-6	-0.5	-0.6	-2	-2	-4	-1.0
CC(O)C(NS(=O)(=O)c1ccc(Cl)cc1)C(=O)OCC(=O)N1CCN(c2ccccc2)CC1 (configuration not stated)	.	0	1	-0.5	-0.7	-1	15	-9	-1.1
CS(=O)(=O)NCCSCc1ccccc1	.	-6	1	-0.2	-3.7	-1	-3	9	-0.1
O=S(=O)(c1ccc(NC(=S)NCc2ccc(F)cc2)cc1)N1CCOCC1	1.6	11	3	2.9	7.8	1	3	15	-0.6
COc1ccccc1C(=O)OCCCN=C1NS(=O)(=O)c2ccccc21	-0.3	-1	7	0.6	-1.3	-3	-5	11	-1.9
Cc1ccc(CNC(=O)c2ccccc2NC(=O)CN2CC(C)OC(C)C2)cc1 (configuration not stated)	-0.3	10	5	-0.2	0.5	3	20	1	6.1
O=C(NCCCCc1ccccc1)C1CC(c2cccc(F)c2)=NO1 (configuration not stated)	0.1	-10	2	-0.4	-5.6	-9	17	-1	5.3
CN(c1ccc(C(=O)Nc2ccc3c(c2)OCCO3)cc1)S(C)(=O)=O	1.1	-2	3	-0.8	1.8	-1	2	7	-1.1
COc1ccc(S(=O)(=O)N2CCC(C(=O)NC3CCCCC3)CC2)cc1C	0.5	4	-6	-1.5	-1.6	-7	9	3	-0.7
COc1ccc(S(=O)(=O)N2CCOCC2)cc1NC(=O)CSc1ncnc2ccccc12	1.3	-5	47*	0.3	-0.6	-8	5	1	-1.5
CCOC(=O)C(C(=O)OCC)=C1OC(=O)c2ccccc21	.	-1	3	-0.3	-3.2	-2	2	-4	-1.2
O=[N+]([O-])c1ccc(N2CCN(Cc3ccccc3)CC2)nc1	1.2	-2	-24	-0.9	-2.9	-1	6	13	0.8
Cc1cc([N+](=O)[O-])nn1CC(=O)NCCc1c[nH]c2ccccc12	-0.6	-1	-8	0.4	-1.3	-4	-5	-15	-0.6
Cc1cc(-c2csc(NC(=O)c3ccc(C#N)cc3)n2)c(C)n1Cc1ccccc1	0.8	-1	-4	3.1	-2.0	1	-4	0	-0.3

Some entries already given, reduced to BoNT A protease and BoNT F protease.
smiles,BoNT A protease,BoNT F protease
COc1ccc(S(=O)(=O)N2CCC(C(=O)NC3CCCCC3)CC2)cc1C,-1.5,4
COc1ccccc1C(=O)OCCCN=C1NS(=O)(=O)c2ccccc21,0.6,-1
COc1cc(C)c(NC(=O)COc2ccc3c(c2)OCO3)cc1C,-0.4,-4

(listing goes on)
SMILES	TcdB GH inh	BoNT F protease	PrPC TRFRET	BoNT A protease	FadD28 binding	Anthrax LF prot	Y pestis TopoI	CCHF vOTU inh	PfHsp40 rescue
COc1cc(/C=C/C(=O)c2ccc(C)cc2)ccc1OCC#N	1.4	3	3	1.0	-4.9	1	5	-10	-0.8
CC(=O)/C(=N/Nc1cccc(C)c1)N1CCOCC1	.	30	9	3.5	-3.2	5	7	-1	1.4
COc1cc(NC(=O)C2CCN(S(=O)(=O)c3cnc[nH]3)CC2)cc(OC)c1OC	.	0	-7	0.7	-2.8	1	-5	10	1.1
CN(C)C(CNC(=O)c1cccs1)c1cccnc1 (configuration not stated)	1.5	-1	-4	-0.6	1.1	0	-6	3	10
CCCCCCn1c(CN2CCN(C)CC2)nc2c1c(=O)n(C)c(=O)n2C	1.4	-5	-4	-0.2	-0.1	-13	9	-3	-0.4
COC(=O)CNC(=O)CNC(=O)c1nn(-c2ccc(OC)c(OC)c2)c(=O)c2ccccc12	-0.9	-8	-10	0.2	-2.3	-4	-1	-7	.
O=C(NCc1ccco1)c1nc(-c2ccccc2)n(-c2ccccc2)n1	.	7	1	-0.1	-3.9	9	13	5	1.0
CCCc1cc(=O)oc2cc(OCC(=O)N3CCc4ccccc43)ccc12	-4.2	5	-8	-0.6	0.9	-7	-2	-7	0.8
CSc1nc2ncc3c(n2n1)CC(C)(C)CC3=O	-1.0	-1	6	-0.8	-1.2	-8	2	13	-0.2
Cc1nn(C)cc1/C=N/NC(=O)C1(O)c2ccccc2-c2ccccc21	1.3	-6	-8	-0.2	0.3	1	0	-10	-0.6
CCCc1cc(=O)[nH]c(SCc2ccccc2)n1	.	-4	4	-0.4	-1.6	3	11	-2	-1.9
Oc1cccc(/C=N/N2CCN(C3c4ccccc4-c4ccccc43)CC2)c1	1.3	-6	5	-0.4	-2.7	3	8	14	1.4
COc1ccc(C(CC(=O)O)NC(=O)c2ccco2)cc1OC (configuration not stated)	.	-16	0	-1.2	-1.0	-5	-2	-1	-0.2
Cc1ccc(NC(=S)NNC(=S)NC2CCCCC2)cc1	0.5	-4	13	-0.5	-0.5	-1	3	14	1.2
O=S(=O)(NCCCCNS(=O)(=O)c1ccc(F)cc1)c1ccc(F)cc1	2.2	7	11	-1.5	0.1	-1	7	0	0.4
CCC(=O)c1cn(Cc2ccc(C#N)cc2)c2ccccc12	.	8	7	0.4	-1.3	-5	8	-3	1.8
Cc1ccc(CCNS(=O)(=O)c2ccc3c(c2)NC(=O)CCS3)cc1	0.9	-2	3	0.4	-5.2	-4	26	13	-0.1
CCN(CC(=O)NCc1cccs1)C(=O)c1cccc(S(=O)(=O)N(CC)c2ccccc2)c1	1.5	-1	1	-0.7	-0.7	-7	-2	3	-0.3
COc1ccc(CCNC(=O)C(=O)NCC2CCCN2S(=O)(=O)c2ccccc2)cc1 (configuration not stated)	-3.4	0	2	2.8	-1.3	2	29	-2	-0.2
OCC1CCN(Cc2cn(Cc3ccccc3)nc2-c2cc3ccccc3o2)CC1	.	2	2	-0.3	-4.5	-6	-1	-6	-2.2
NS(=O)(=O)c1ccc(CNC(=O)/C=C/c2c(F)cccc2Cl)cc1	1.0	-5	-4	-0.9	-0.8	-1	6	-2	4.2
O=C(CN(Cc1ccc(F)cc1)S(=O)(=O)c1ccc(S(=O)(=O)N2CCOCC2)cc1)Nc1ccccc1	-3.2	9	1	0.3	-0.8	4	-2	12	0.4
CN1CCN(Cc2cn3cccnc3n2)CC1	-0.6	-8	12	-0.4	0.8	-2	-2	3	-0.4
Cc1ccc(NC(=O)COC(=O)CN2C(=O)COc3ccccc32)cc1	.	?	9	1.9	-3.4	6	5	20	-0.4
CNC(=S)N1CCC(NC(=O)C(Cc2ccc(F)cc2)NC(C)=O)CC1 (configuration not stated)	0.1	1	-6	1.2	0.7	-7	3	5	-1.8
CCOC(=O)c1c(C)n(C)c2cc(-c3cccc(C(F)(F)F)c3)c(O)cc12	0.0	-3	-5	-0.1	0.8	0	0	8	-0.6
COc1ccccc1CN1CCC(n2nccc2NC(=O)CCCc2ccccc2)CC1	0.2	4	-2	1.6	-5.8	-1	11	-5	0.0
N#CC1=C(N)NC(=S)C(C(N)=O)C1c1ccc([N+](=O)[O-])cc1 (configuration not stated)	-9.4	20	-10	-0.8	-1.9	-2	1	5	-1.4
CCOC(=O)C1=C(COC(=O)/C=C/c2ccc(SC)cc2)NC(=O)NC1C (configuration not stated)	1.8	7	-3	-2.0	0.8	-2	8	-17	-0.5
O=[N+]([O-])c1cccnc1N1CCCCC1	.	0	-10	0.8	0.6	-1	5	15	-0.3
CC(=O)c1cn(Cc2ccccc2F)c2ccccc12	0.8	21	17	-2.3	-1.7	-17	-12	-6	1.7
COc1ccc(CCNC(=O)COC(=O)/C=C/c2ccc(OCC#N)c(OC)c2)cc1	-5.4	-10	2	-0.7	0.6	-3	-4	-4	0.2
Cn1nc(-c2ccccc2)cc1NC(=O)c1cccs1	0.2	?	-4	?	-1.9	9	4	6	5.8
COc1ccc(N2CCN(c3nc4c(c(=O)[nH]c(=O)n4C)n3Cc3cccc(C)c3)CC2)cc1	.	-6	0	0.3	-1.6	0	15	-22	1.0
CC(C)(C)Nc1nc(Cl)nc(NC(C)(C)C)n1	.	8	2	1.1	1.3	-8	8	21	1.3
O=C(CCCCCN1C(=O)c2cccc([N+](=O)[O-])c2C1=O)NCCc1ccccc1	-0.2	4	-11	-0.3	-1.1	2	10	2	.
NC(=O)COC(=O)c1c2c(nc3ccccc13)CCCC2	0.2	-7	-9	-1.0	-2.4	-8	-5	-3	0.3
COc1cc(/C=C/C(=O)OCc2csc(CC(=O)Nc3ccc(C)cc3)n2)ccc1OCC#N	0.3	1	-4	3.7	-1.5	-1	-7	-4	-0.8
COc1ccc2nc(N(Cc3ccccc3)C(=O)CCNC(C)=O)sc2c1	-0.3	14	-5	1.8	-4.0	-2	25	-4	?
O=C(NCc1cccs1)c1ccc2sc(COCCO)nc2c1	1.6	-1	0	-0.4	-0.5	-1	-4	-2	.
COc1cc2c(cc1OC)CN(C(=O)c1cc(S(=O)(=O)N3CCCCC3)ccc1Cl)CC2	-0.3	-19	21	-4.7	1.5	-4	-4	15	-0.2
Cc1cc(N/N=C/c2c[nH]c3ccccc23)c2ccccc2n1	-0.1	0	0	-0.1	-0.8	-1	-2	4	-0.5
Cc1ccc2[nH]c(=O)c(CN(Cc3cccs3)Cc3nnnn3Cc3ccccc3)cc2c1	1.7	-7	2	-0.9	-3.1	-4	4	-10	3.6
O=C(c1cc2ccccc2cc1O)N1CCN(c2ccccc2O)CC1	0.9	2	4	-1.8	-2.8	-2	-8	-1	-0.1
O=C(NCCCN1CCCC1=O)c1cc(NS(=O)(=O)c2ccc(F)cc2)cc(NS(=O)(=O)c2ccc(F)cc2)c1	.	12	6	0.4	-1.3	1	1	-1	0.5

Look-ups from above.
TcdB GH inh, `COc1ccc(S(=O)(=O)N2CCOCC2)cc1NC(=O)CSc1ncnc2ccccc12` : 1.3
Y pestis TopoI, `COc1cc2c(cc1OC)CN(C(=O)c1cc(S(=O)(=O)N3CCCCC3)ccc1Cl)CC2` : -4
